Rtt109 HAT inh = inhibitors of C. albicans Rtt109/Vps75 HAT, primary screen, biochemical, ThioGlo CoA-SH fluorescence, plate reader. inhibition, % at 34.9 µM. actives 0.16% (n = 330,000). Histone acetyltransferase RTT109 (Candida albicans (strain SC5314 / ATCC MYA-2876)), …. purified Rtt109/Vps75, 4 h. AID 540336, 2011;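 active means inhibition of at least 50% in every replicate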
CAL PDZ FP-1 = CAL PDZ peptide-binding inhibitors, primary screen, biochemical, fluorescence polarization, Cer-tagged CAL PDZ, HTS; Golgi-associated PDZ and coiled-coil motif-containing protein (Homo sapiens), Q9HD26; purified CAL PDZ, TMR-peptide fluorescence polarization, 1 h; inhibition, % at 20 µM; actives 0.02% (n = 330,000); AID 504414, 2011;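 active means highest replicate inhibition of at least 40%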;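 further: plate controls were DMSO neutral control wells for no effect and unlabeled competitor peptide control wells for full effect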
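material = purified tagged CAL PDZ domain construct (CerCALP) | compound dosing = 20 µM, one dose | times = 1 h at RT | measured by = fluorescence polarization from S- and P-plane intensities, G-factor corrected | read-out = inhibition from polarization loss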
Cardiac RTF inh = cardiac RTF calcium sensitivity inhibitors, primary screen, biochemical, IANBD-TnC fluorescence, EC70 calcium | Troponin I, cardiac muscle (Homo sapiens) + Troponin T, cardiac muscle (Homo sapiens) + … | IANBD-labeled cardiac RTF, Ca2+ fluorescence | inhibition, % at 7.15 µM | actives 0.12% (n = 340,000) | AID 493244, 2011;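 active means inhibition above the mean inhibition of all tested compounds plus 3 SD, cut at about 17% in these data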;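 further: assay run at fixed EC70 calcium of 1.6 mM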
RTF Ca sens act = cardiac RTF calcium sensitivity activators, primary screen, biochemical, IANBD-TnC fluorescence, EC20 calcium; Troponin I, cardiac muscle (Homo sapiens) + Troponin T, cardiac muscle (Homo sapiens) + …; IANBD-labeled TnC RTF fluorescence at EC20 calcium; 0% EC20 calcium, 100% full calcium; activation, % at 7.2 µM; actives 0.24% (n = 340,000); AID 493008, 2010;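 active means activation above the mean over all tested compounds plus 3 SD, cut at about 30% in these data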;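 further: rise in fluorescence read as greater calcium sensitivity of cardiac thin filaments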
SR-BI DiI-HDL act = activators of SR-BI mediated DiI-HDL uptake, primary screen, ldlA[mSR-BI] CHO cells, DiI fluorescence | activation, % at 12.5 µM | 3 h; 100 = double the neutral-control signal | actives 0.096% (n = 320,000);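 active means mean replicate activation of at least 60% and every replicate at or above 60%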;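 further: 0% = median plate neutral-control signal and 100% = twice that signal; values of inactives mirror those of a sister screen read the other way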
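Test system: SR-BI-overexpressing, LDLR-lacking CHO cells; Also added: labelled HDL, 10 µg/mL; Measured by: bottom-read cell fluorescence after medium removal, ex 550/em 595 nm; Timing: 3 h uptake period with compound, 37 °C; Buffer or medium: F12, 0.5% BSA, 25 mM HEPES; Doses: single compound concentration, delivered by pin transfer.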
CAL PDZ FP-2 = untagged CAL PDZ binding inhibitors, primary screen, biochemical, fluorescence polarization, HTS | Golgi-associated PDZ and coiled-coil motif-containing protein (Homo sapiens), Q9HD26 | purified CAL PDZ, TMR-peptide fluorescence polarization, 1 h | inhibition, % at 24.9 µM | actives 0.92% (n = 300,000) | AID 602252, 2012;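 active means mean inhibition of at least 30% with at least half of replicates also reaching 30%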;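 further: 0% = DMSO neutral control and 100% = excess unlabeled competitor peptide PRC23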
C-LANA FP = inhibitors of KSHV C-LANA binding to DNA, primary screen, biochemical, fluorescence polarization, FAM-LBS DNA, MBP-C-LANA, single point | inhibition, % at 9 µM | actives 0.078% (n = 340,000);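 active means highest replicate inhibition at or above 60% at 9 µM, even if other replicates fall short; inactive means all replicates below 60% inhibition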;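 further: 0% = neutral control wells and 100% = 4 µM acridine orange control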
PKA-R2B act = activators of PKA-R2B holoenzyme, primary screen, biochemical, fluorescence polarization, Cy5-IP20, human. cAMP-dependent protein kinase catalytic subunit beta (Homo sapiens) + cAMP-dependent …. PKA-R2B holoenzyme dissociation; R2B truncated from residue 108, S112A mutant; 0% DMSO only, 100% 113 µM cGMP. activation, % at 11.4 µM. actives 0.079% (n = 340,000). AID 504700, 2011;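 active means activation above a cutoff set at the mean over all compounds plus 3 SD, cut at about 18% in these data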;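 further: higher means more holoenzyme dissociation and a rise in polarization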
Target sequence (P31323 whole entry, looked up, other chains not shown, the tested form may be a part): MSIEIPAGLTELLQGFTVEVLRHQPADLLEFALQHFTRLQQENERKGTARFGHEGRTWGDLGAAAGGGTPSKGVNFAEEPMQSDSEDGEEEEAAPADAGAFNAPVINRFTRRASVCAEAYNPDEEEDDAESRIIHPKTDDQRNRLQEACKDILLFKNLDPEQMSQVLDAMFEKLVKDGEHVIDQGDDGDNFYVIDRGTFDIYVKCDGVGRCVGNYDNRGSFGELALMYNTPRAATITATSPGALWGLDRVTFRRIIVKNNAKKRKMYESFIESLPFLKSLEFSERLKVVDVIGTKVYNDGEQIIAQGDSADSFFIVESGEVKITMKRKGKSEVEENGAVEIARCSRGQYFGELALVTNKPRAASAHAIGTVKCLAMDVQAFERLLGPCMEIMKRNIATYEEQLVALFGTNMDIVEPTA
DAGLB inh = DAGLB lipase inhibitors, primary screen, biochemical, fluorescence, HTS. Diacylglycerol lipase-beta (Homo sapiens), Q8NCG7. actives 0.059% (n = 340,000). HEK293T DAGLB membrane lysate, EnzChek fluorogenic substrate. inhibition, % at 5.17 µM; in the data active means inhibition above about 34%;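 further: 0% = enzyme with vehicle and 100% = wells lacking enzyme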
Target sequence (Q8NCG7 whole entry, looked up): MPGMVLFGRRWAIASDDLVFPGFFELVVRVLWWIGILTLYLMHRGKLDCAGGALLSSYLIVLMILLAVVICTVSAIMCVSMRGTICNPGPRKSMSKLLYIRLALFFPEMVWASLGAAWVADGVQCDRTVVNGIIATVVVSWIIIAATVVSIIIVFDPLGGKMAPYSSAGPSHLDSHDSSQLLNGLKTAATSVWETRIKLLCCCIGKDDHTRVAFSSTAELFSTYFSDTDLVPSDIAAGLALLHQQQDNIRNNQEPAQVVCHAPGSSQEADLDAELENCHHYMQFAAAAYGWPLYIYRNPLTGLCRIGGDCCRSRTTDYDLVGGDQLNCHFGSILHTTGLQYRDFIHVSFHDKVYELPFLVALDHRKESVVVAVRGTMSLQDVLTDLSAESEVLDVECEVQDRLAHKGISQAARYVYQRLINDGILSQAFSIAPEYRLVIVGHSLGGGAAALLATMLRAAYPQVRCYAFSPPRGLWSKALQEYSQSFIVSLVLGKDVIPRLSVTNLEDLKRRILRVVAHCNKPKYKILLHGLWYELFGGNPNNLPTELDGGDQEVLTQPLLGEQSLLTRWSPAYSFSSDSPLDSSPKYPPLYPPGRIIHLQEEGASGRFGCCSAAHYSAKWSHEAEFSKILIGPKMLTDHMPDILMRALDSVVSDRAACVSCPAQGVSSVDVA
Keap1 Nrf2 FP = Keap1-Nrf2 protein-protein interaction inhibitors, primary screen, biochemical, fluorescence polarization, single point; Kelch-like ECH-associated protein 1 (Homo sapiens), Q14145; Keap1 Kelch-Nrf2 peptide fluorescence polarization, 1536-well; inhibition, % at 9.4 µM; actives 0.15% (n = 340,000); AID 504523, 2011; in the data active means inhibition above about 12%;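 further: human Keap1 Kelch domain with fluorescein labeled Nrf2 9mer peptide probe; 0% = neutral control wells and 100% = peptide positive control; higher means more block of Keap1 binding to Nrf2 peptide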
Active calls of the source: *; . = not tested or not shown.

SMILES | Rtt109 HAT inh | CAL PDZ FP-1 | Cardiac RTF inh | RTF Ca sens act | SR-BI DiI-HDL act | CAL PDZ FP-2 | C-LANA FP | PKA-R2B act | DAGLB inh | Keap1 Nrf2 FP
COc1cc(/C=C/C(=O)OCC(=O)Nc2ccc3c(c2)OCCO3)ccc1OCC#N | -14 | -1.9 | -2 | -8 | 2 | -1 | -0.7 | -8 | -2 | -5
O=C(O)c1cn(C2CCCCC2)c2ccccc2c1=O | -14 | -0.9 | 1 | -1 | 9 | -6 | -1.3 | 6 | 0 | 2
Cc1cc(NS(=O)(=O)c2ccc(C(C)C)cc2)no1 | -5 | -0.2 | -7 | -4 | 22 | -1 | -0.1 | 2 | 1 | -2
O=C(O)c1cccnc1SCC(=O)C12CC3CC(CC(C3)C1)C2 | 0 | -0.5 | 5 | 2 | -3 | -7 | 0.9 | -2 | 5 | 0
CC1(C)OC(=O)C(=CNC(CCC(N)=O)C(=O)O)C(=O)O1 (stereo not drawn) | -5 | -0.6 | 10 | -8 | 6 | 1 | -0.9 | -1 | 2 | -1
OCc1cnc(SCc2ccccc2)n1Cc1ccccc1 | -1 | -1.2 | 3 | 8 | 26 | . | -0.9 | -8 | 2 | -4
CCOc1ccc(CCNC(=O)COC(=O)c2cc([N+](=O)[O-])ccc2N2CCOCC2)cc1OCC | 3 | -3.2 | -3 | 5 | -62 | 0 | 0.1 | 4 | 2 | 0
CCOC(=O)C1CCCN(C2=NC(=O)/C(=C/c3ccc(OC)cc3)S2)C1 (stereo not drawn) | -6 | -2.4 | -2 | 5 | -8 | -1 | -1.9 | -4 | 0 | -1
Cc1ccc(C2N(c3ccccc3)C(=O)N3CCCN23)cc1 (stereo not drawn) | . | -3.3 | 8 | -4 | 13 | 0 | -3.3 | -7 | -2 | -2
Cc1sc2ccccc2[n+]1CC(=O)O | 6 | -3.2 | 0 | -2 | . | 0 | 2.1 | -1 | -9 | -3
Cc1cc2oc(=O)cc(CN3CCc4ccccc43)c2cc1Cl | 5 | . | -6 | 1 | -17 | -4 | 0.3 | -4 | 0 | 1
CCOc1ccc(S(=O)(=O)NCCN2CCOCC2)c2ccccc12 | . | -2.1 | 5 | 4 | -1 | 0 | -0.7 | -21 | 1 | -7
COCCCNS(=O)(=O)c1ccc(Oc2ncc(C(F)(F)F)cc2Cl)cc1 | -12 | -1.7 | -7 | 7 | -10 | 1 | -1.4 | -7 | -4 | -2
COc1ccc(Cl)cc1NC(=O)CCN1CCOCC1 | 3 | -2.6 | 5 | -3 | . | 5 | -0.1 | -8 | -2 | -3
CCN1C(=O)C(O)(CC(=O)c2cc(C)ccc2C)c2ccccc21 (stereo not drawn) | 10 | 0.2 | -18 | 2 | 12 | -5 | -0.7 | -16 | 0 | -2
O=C(NCc1ccccn1)C1CCN(S(=O)(=O)c2cccs2)CC1 | 1 | -0.2 | 3 | -2 | -8 | -6 | 0.8 | -12 | -2 | -2
Cc1ccccc1CC(=O)N1CCN(S(=O)(=O)c2ccc(Cl)s2)CC1 | 3 | 0.1 | -3 | -7 | -3 | . | -0.3 | -3 | -3 | 4
CC(C)(C)c1csc(NC(=O)Nc2ccccc2)n1 | 26 | -1.2 | -8 | 1 | -38 | -4 | -2.0 | -16 | 0 | 1
O=C(CN1CCCCCC1)Nc1ccc(Br)cc1 | 1 | -1.8 | -13 | 3 | 24 | -2 | 0.5 | -20 | 1 | -4
CNc1nc(N/N=C/c2ccc([N+](=O)[O-])cc2)nc(Nc2ccccc2)n1 | 3 | -0.4 | 0 | -4 | -51 | 0 | -1.0 | -1 | 0 | 7
CC(=O)Nc1ccc(OCC(=O)c2cc(C)ccc2C)cc1 | -1 | 0.4 | -5 | 1 | -10 | -2 | -0.9 | 4 | -3 | 3
COc1cccc(C(=O)NCc2ccc(N3CCN(C(=O)OC(C)(C)C)CC3)cc2)c1 | -6 | 0.2 | 2 | -1 | -26 | . | 0.7 | -12 | 0 | 2
COC(C(=O)NC1CCCCCCC1)c1ccccc1 (stereo not drawn) | -5 | -2.4 | -10 | -1 | -7 | -3 | 0.6 | 1 | 0 | 0
c1cncc(-c2cn(C[C@H]3CC[C@H](Cn4cc(-c5cccnc5)nn4)O3)nn2)c1 | 6 | 0.7 | -6 | -5 | 10 | -3 | 0.8 | -4 | -1 | -2
CC(=O)c1c(C)[nH]c(C(=O)COC(=O)COc2ccccc2)c1C | -16 | 2.0 | 4 | -1 | -3 | -1 | -1.7 | 0 | 1 | -5
CCOc1ccc(S(=O)(=O)N(CC)CC(=O)NCc2cccnc2)cc1C | -6 | -2.3 | -1 | 2 | . | 0 | -1.1 | -4 | 2 | 0
COc1cc2c(cc1OC)CN(c1nc(CN3CCOCC3)nc3sc4c(c13)CCCC4)CC2 | 11 | -3.4 | -7 | -1 | 6 | -5 | -0.8 | 0 | 3 | -3
COc1ccc(S(=O)(=O)N2CCOC2CNC(=O)C(=O)NCC(C)C)cc1OC (stereo not drawn) | 4 | 0.7 | 0 | -2 | 16 | -1 | 2.3 | 6 | -2 | 2
O=C(CSc1nc2ccccc2c(=O)n1CCC(=O)N1CCCCC1)NCc1ccccc1 | -7 | -0.5 | -4 | 10 | -6 | -2 | 0.1 | 6 | -2 | 0
COc1cc(C=O)ccc1Oc1nc(Nc2ccc(F)cc2F)nc(N2CCOCC2)n1 | 10 | -2.1 | . | . | -14 | -5 | 0.7 | . | . | 4

Reformatted with the structure last: part of the list above
| Rtt109 HAT inh | CAL PDZ FP-1 | Cardiac RTF inh | RTF Ca sens act | SR-BI DiI-HDL act | CAL PDZ FP-2 | C-LANA FP | PKA-R2B act | DAGLB inh | Keap1 Nrf2 FP | Molecule |
| --- | --- | --- | --- | --- | --- | --- | --- | --- | --- | --- |
| 3 | -0.4 | 0 | -4 | -51 | 0 | -1.0 | -1 | 0 | 7 | CNc1nc(N/N=C/c2ccc([N+](=O)[O-])cc2)nc(Nc2ccccc2)n1 |
| -1 | 0.4 | -5 | 1 | -10 | -2 | -0.9 | 4 | -3 | 3 | CC(=O)Nc1ccc(OCC(=O)c2cc(C)ccc2C)cc1 |

Carrying on:
SMILES | Rtt109 HAT inh | CAL PDZ FP-1 | Cardiac RTF inh | RTF Ca sens act | SR-BI DiI-HDL act | CAL PDZ FP-2 | C-LANA FP | PKA-R2B act | DAGLB inh | Keap1 Nrf2 FP
S=C1NC[C@H](Cc2ccccc2)N1CC1CCN(CCCCc2ccccc2)CC1 | -3 | -2.0 | -3 | -1 | -10 | -6 | -0.9 | 0 | 0 | -3
CCN1C(=O)C(=O)N(CC(=O)Nc2ccccc2OC(F)F)C1=O | -5 | -0.6 | 0 | 0 | 3 | -2 | -1.0 | 2 | 0 | -2
Cc1cc(=O)c(C(=O)Nc2cccc(N3CCCC3=O)c2)nn1-c1ccccc1F | 0 | -0.5 | 0 | 0 | -19 | -3 | 14 | -10 | 0 | 3
COCC(=O)Nc1cccc(C(F)(F)F)c1 | -7 | -0.7 | -30 | -3 | -4 | 0 | 1.2 | 19* | 1 | -3
COc1ccc(C(=O)CSc2nc(C)cc(C)n2)cc1[N+](=O)[O-] | 3 | -4.2 | -5 | 3 | -2 | 1 | 0.8 | 1 | -1 | -4
CC(=O)Nc1ccc(S(=O)(=O)N2CCCCC2C(=O)O)cc1 (stereo not drawn) | -8 | -1.8 | -5 | -4 | 19 | -4 | -1.6 | -7 | 0 | -1
Cc1ccc(S(=O)(=O)n2nc(C)cc2C)cc1 | 2 | 1.0 | -3 | -2 | 3 | -3 | 1.8 | 9 | 2 | -3
COc1cc(CCCN2C(=O)C(=O)NC[C@@H]2C(C)O)cc(OC)c1OC (stereo partly drawn) | 5 | -2.4 | -8 | 4 | 18 | -4 | 0.3 | 1 | 1 | -2
O=C(CSC1=NS(=O)(=O)c2cc(Cl)ccc2N1)NCCc1ccccc1 | 17 | -1.1 | -7 | 5 | 20 | -2 | -2.2 | -3 | 1 | 0
Cc1ccc(S(=O)(=O)Nc2ccccc2-c2ccccc2)cc1 | 9 | -2.6 | 4 | -2 | 4 | 0 | -0.7 | -9 | -2 | -1
CC(C)(C)OC(=O)C[C@H]1C/C=C\C[C@H](CC(=O)N(CCO)Cc2ccccc2)C(=O)NCCOC1=O | -6 | -0.7 | -2 | -3 | 29 | -3 | 0.0 | 4 | 1 | 2
COc1ccc(CNS(=O)(=O)c2cccc(S(=O)(=O)N3CCOCC3)c2)cc1 | -6 | -0.6 | -3 | 5 | -10 | -5 | 2.6 | -12 | -1 | -6

Filtered by structure: the entries above containing four or more nitrogen atoms.
SMILES | Rtt109 HAT inh | CAL PDZ FP-1 | Cardiac RTF inh | RTF Ca sens act | SR-BI DiI-HDL act | CAL PDZ FP-2 | C-LANA FP | PKA-R2B act | DAGLB inh | Keap1 Nrf2 FP
CNc1nc(N/N=C/c2ccc([N+](=O)[O-])cc2)nc(Nc2ccccc2)n1 | 3 | -0.4 | 0 | -4 | -51 | 0 | -1.0 | -1 | 0 | 7
c1cncc(-c2cn(C[C@H]3CC[C@H](Cn4cc(-c5cccnc5)nn4)O3)nn2)c1 | 6 | 0.7 | -6 | -5 | 10 | -3 | 0.8 | -4 | -1 | -2
COc1cc2c(cc1OC)CN(c1nc(CN3CCOCC3)nc3sc4c(c13)CCCC4)CC2 | 11 | -3.4 | -7 | -1 | 6 | -5 | -0.8 | 0 | 3 | -3
O=C(CSc1nc2ccccc2c(=O)n1CCC(=O)N1CCCCC1)NCc1ccccc1 | -7 | -0.5 | -4 | 10 | -6 | -2 | 0.1 | 6 | -2 | 0
COc1cc(C=O)ccc1Oc1nc(Nc2ccc(F)cc2F)nc(N2CCOCC2)n1 | 10 | -2.1 | . | . | -14 | -5 | 0.7 | . | . | 4
Cc1cc(=O)c(C(=O)Nc2cccc(N3CCCC3=O)c2)nn1-c1ccccc1F | 0 | -0.5 | 0 | 0 | -19 | -3 | 14 | -10 | 0 | 3
